ERAP1 HTS inh: human ERAP1 aminopeptidase inhibitors, primary screen, biochemical, single point, plate reader. inhibition, % at 10.7 µM. recombinant ERAP1, Leu-AMC fluorescence, 60 min. AID 652197, 2013. Endoplasmic reticulum aminopeptidase 1 (Homo sapiens), Q9NZ08. 0.15% of 340,000 active;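 active means mean replicate inhibition of at least 30%, or all replicates individually reaching that 30% level; inactive means mean below 30% and not every replicate reaching it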;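 further: 0% = neutral control wells and 100% = L-leucinethiol positive control wells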
PGC1a acetyl inh: inhibitors of PGC1a acetylation signal, primary screen, cell-based, U2OS, AlphaScreen, inhibitor mode; AlphaScreen anti-acetyl-lysine; with virally co-expressed GCN5 acetyltransferase; inhibition, % at 15.6 µM; 0.17% of 350,000 active; AID 651687, 2012;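 active means every replicate shows inhibition of at least 40%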;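 further: 0% = neutral control wells and 100% = positive control wells; some results beyond the cut were filed as inactive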
Cneo AK release: Cryptococcus neoformans cell lysis inducers, primary screen, AK release luminescence, single concentration | C. neoformans lysis, adenylate kinase release luminescence, 4 h; normalised: neutral wells 0, clomiphene wells 100 | 0.2% of 360,000 active | lysis activity, % at 15 µM | AID 651654, 2012;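 active means mean lysis activity across replicates of at least 80%, whatever share of replicates individually reach that level; inactive means mean lysis activity below 80%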
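Schedule: static 4 h at 37 °C with compound, 1 h detection; system: C. neoformans cells; benchmarks: Clomiphene as positive control; buffer or medium: fresh YPD medium; measure: luminescence rise reflecting yeast cell lysis; measured by: luminescent adenylate kinase detection reagent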
PglD DTNB: C. jejuni PglD acetyltransferase inhibitors, primary screen, biochemical, DTNB colorimetric, single point. purified PglD enzyme, DTNB colorimetric CoA detection. inhibition, % at 12.5 µM. 0.098% of 360,000 active; in the data active means inhibition above about 16%, passing the limit was not always enough; further: strong numbers were not always called active
E-sel inducer: E-selectin induction in HUVECs, primary screen, imaging, HUVEC, immunofluorescence imaging, single point; P16581; normalized: neutral wells 0, TNF-alpha wells 100; activation, % at 7.58 µM; 0.37% of 260,000 active; AID 686992, 2013;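 active means mean E-selectin-positive cell signal at least 10% of the positive control, reached in at least 60% of replicates, without over 20% cell loss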;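 further: in these data hits start at about 27%; measured in HUVEC primary endothelial cells; signal is the percent of cells scored E-selectin positive by PE staining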
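System: HUVEC, human umbilical vein endothelial cells; quantity: 3,000 cells/well; buffer or medium: EGM-2 medium, gelatin-coated wells; dosing: single-point compound dose; detection: immunofluorescence imaging; evaluation: % PE-positive cells; benchmarks: TNF-alpha, DMSO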
RAD54 inh: inhibitors of human RAD54 branch migration, primary screen, biochemical, fluorescence, single point; DNA repair and recombination protein RAD54-like (Homo sapiens), Q92698; RAD54 Holliday junction branch migration, FAM/BHQ fluorescence; inhibition, % at 10.4 µM; 0.14% of 360,000 active; AID 602329, 2012;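 active means mean normalized replicate activity at least 40 and at least half of replicates scoring 40 or more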;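 further: 0% = median of neutral control wells and 100% = median of positive control wells; inhibitors cause a drop in the FAM fluorescence signal; in these data hits start at about 50%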
Target sequence (Q92698 whole entry, looked up): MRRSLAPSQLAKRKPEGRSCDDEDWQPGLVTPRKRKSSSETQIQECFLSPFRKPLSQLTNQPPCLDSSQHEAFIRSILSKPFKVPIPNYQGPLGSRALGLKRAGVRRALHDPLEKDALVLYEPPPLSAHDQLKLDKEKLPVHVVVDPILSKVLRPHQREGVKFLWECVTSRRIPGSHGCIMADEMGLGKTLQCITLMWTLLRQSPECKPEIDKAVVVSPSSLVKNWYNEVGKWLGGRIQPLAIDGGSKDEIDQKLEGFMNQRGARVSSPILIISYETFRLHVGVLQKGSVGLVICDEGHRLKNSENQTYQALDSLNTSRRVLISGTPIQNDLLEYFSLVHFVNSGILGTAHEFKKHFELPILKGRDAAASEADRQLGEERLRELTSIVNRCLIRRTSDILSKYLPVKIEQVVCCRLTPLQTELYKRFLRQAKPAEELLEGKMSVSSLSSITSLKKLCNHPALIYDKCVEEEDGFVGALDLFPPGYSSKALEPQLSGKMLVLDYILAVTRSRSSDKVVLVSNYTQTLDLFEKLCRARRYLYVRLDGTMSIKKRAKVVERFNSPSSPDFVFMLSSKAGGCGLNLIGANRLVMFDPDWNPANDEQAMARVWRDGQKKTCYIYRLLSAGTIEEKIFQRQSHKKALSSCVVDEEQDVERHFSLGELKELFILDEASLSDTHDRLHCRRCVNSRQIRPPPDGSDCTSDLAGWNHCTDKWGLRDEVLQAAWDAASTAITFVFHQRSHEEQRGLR
RAD52 anneal inh: RAD52 DNA annealing inhibitors, primary screen, biochemical, FRET, single point, set 2 | DNA repair protein RAD52 homolog (Homo sapiens), P43351 | recombinant RAD52 DNA annealing, FRET fluorescence | inhibition, % at 18.7 µM | 0.46% of 360,000 active;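 active means every replicate showing at least 50% inhibition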
miR-122 sensor: miR-122 Renilla sensor signal increase in Huh7, primary screen, miR-122 inhibitor project, cell-based, single point, plate reader; Huh7 miR-122 Renilla luciferase sensor, 48 h; neutral wells = 0, positive control = 100; activation (reporter increase), % at 12.5 µM; 0.3% of 340,000 active; AID 602342, 2012;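 active means mean replicate activation score at least 90 and every replicate individually at or above 90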;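 further: higher luciferase means less miR-122 activity so hits act as miR-122 inhibitors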
* = called active by the depositor; x = no result given; & = joins results of further samples; [ ] = remark or other dose.

The opening four entries, ahead of the listing:
SMILES	RAD54 inh	miR-122 sensor	PglD DTNB	Cneo AK release	ERAP1 HTS inh	PGC1a acetyl inh	RAD52 anneal inh	E-sel inducer
CC1CN(S(=O)(=O)c2ccc(C(=O)Nc3ccc(S(=O)(=O)N4CCOCC4)cc3)cc2)CC(C)O1 (stereo not given)	7	-4	9	9	4	2	-2	0.4
CC1CCN(C(=S)NC(=O)c2cccc([N+](=O)[O-])c2)CC1	13	8	2	2	-3	x	-8	0.1
C[C@@H]1CN([C@H](C)CO)C(=O)c2cc(NS(=O)(=O)c3cn(C)cn3)ccc2O[C@@H](C)CCCCO[C@@H]1CN(C)C(=O)c1ccccc1	0	-6[16.7 µM]	1	18	4	1	-12	-0.2
Cc1ccc(CNC(=O)C2CCCN(S(=O)(=O)c3cccc4nonc34)C2)cc1 (stereo not given)	0	0	0	-2	1	3	-17	x

This part in full, from the start:
SMILES	RAD54 inh	miR-122 sensor	PglD DTNB	Cneo AK release	ERAP1 HTS inh	PGC1a acetyl inh	RAD52 anneal inh	E-sel inducer
CC1CN(S(=O)(=O)c2ccc(C(=O)Nc3ccc(S(=O)(=O)N4CCOCC4)cc3)cc2)CC(C)O1 (stereo not given)	7	-4	9	9	4	2	-2	0.4
CC1CCN(C(=S)NC(=O)c2cccc([N+](=O)[O-])c2)CC1	13	8	2	2	-3	x	-8	0.1
C[C@@H]1CN([C@H](C)CO)C(=O)c2cc(NS(=O)(=O)c3cn(C)cn3)ccc2O[C@@H](C)CCCCO[C@@H]1CN(C)C(=O)c1ccccc1	0	-6[16.7 µM]	1	18	4	1	-12	-0.2
Cc1ccc(CNC(=O)C2CCCN(S(=O)(=O)c3cccc4nonc34)C2)cc1 (stereo not given)	0	0	0	-2	1	3	-17	x
CCCCN1C[C@H](CO)Oc2cccc(F)c2S1(=O)=O	-6	-3	-5	7	-1	-1	-4	0.0
Cc1noc(C)c1S(=O)(=O)N(C)C[C@H]1OCCCC[C@@H](C)Oc2ccc(NS(=O)(=O)c3ccc(F)cc3)cc2C(=O)N([C@@H](C)CO)C[C@@H]1C	-1	4[16.7 µM]	0	26	x	10	x	x
C[C@@H]1CN([C@@H](C)CO)C(=O)c2cccc(NC(=O)C3CC3)c2O[C@H]1CN(C)Cc1ccc(Cl)c(Cl)c1	-3	23[16.7 µM]	8	0	1	-1	0	-0.3
Cc1ccc(NS(=O)(=O)c2cccc(C(=O)NNC(=O)c3cccn3C)c2)c(C)c1	3	3	-9	1	3	-3	-12	-0.4
C[C@@H]1CN([C@@H](C)CO)C(=O)c2c(c3ccccc3n2C)-c2ccccc2CO[C@H]1CN(C)S(=O)(=O)c1ccc(C(F)(F)F)cc1	4	4	1	0	-5&-6	-7	8&12	0.0
CN(CC(=O)Nc1cccc(F)c1)C(=O)CC1CCCC1	6	4	-2	4	-1	-8	-5	0.3
COc1ccc(-c2cc(=O)oc3c(C)c(OC(C)C(=O)Nc4ccc(CN5CCOCC5)cc4)ccc23)cc1 (stereo not given)	6	x	1	-2	0	-2	-13	x
CC(=O)N1[C@H](CO)[C@@H](c2ccccc2)C12CN(Cc1nccs1)C2	x	x	x	x	-2	3	-4	0.4
COc1ccc(NC(=O)CSc2nnc(-c3ccncc3)o2)c(OC)c1	-9	x	3	-3	0	x	-3	x
COC(=O)C[C@H]1CC[C@H]2[C@H](COc3ccc(NS(=O)(=O)c4ccccc4Cl)cc3C(=O)N2C)O1	4	x	6	1	1	x	0	0.1
CC1=C(C(=O)N(C)C)CC(CC(=O)NCc2ccco2)C(=O)N1CCC1=CCCCC1 (stereo not given)	3	-1	4	35	4	2	-2	0.2
O=C(O)CC[C@@H](C(=O)O)N1C(=O)c2ccccc2C1=O	-17	1	0	1	-2	6	-6	1.0
O=C(/C=C/c1ccco1)OCC(=O)c1cccc([N+](=O)[O-])c1	2	1	4	19	-1	-2	-16	x
O=C(OCc1cc2ccccc2[nH]c1=O)C1CCCCC1	11	-3	x	2	x	-3	x	x
Cc1ccc(CN2C3CCCC2CC(NC(=O)c2ccc(C)cc2)C3)cc1 (stereo not given)	x	-7	x	x	-6	1	4	0.6
COCC(=O)NC[C@H]1[C@H](c2ccccc2)[C@H](CO)N1C(C)=O	2	-7[16.7 µM]	0	-6	2	-5	-8	0.2
CN1CCN(c2ccc(C(F)(F)F)cc2NC(=O)c2ccco2)CC1	1	2	1	0	-1	-3	-6	0.0
CCS(=O)(=O)Nc1ccc2c(c1)C(=O)N(C)[C@H]1CC[C@H](CC(=O)NCc3ccccc3F)O[C@@H]1CO2	1	x	12	-2	-4	x	18	0.3
CN(c1ccccc1C(=O)Nc1cccc([N+](=O)[O-])c1)S(C)(=O)=O	2	7	12	0	-2	6	4	0.4
CCOC(=O)c1c(N2C(=O)Nc3ccccc3N2O)n[nH]c1-c1cccc(OC)c1	9	0	5	2	-4	x	-15	-0.1
CCOC(=O)c1c(/N=C/c2ccc(OC)cc2O)sc2c1CCN(C)C2	3	-14	7	2	2	0	-16	x
Cc1ccc(NC(=S)Nc2ccc(F)cc2)c(C)c1	-5	3	8	3	3	x	-1	x
COc1cccc(CN2CCN(C(=O)[C@H]3O[C@@H](n4cnc5c(N)ncnc54)[C@H](O)[C@@H]3O)CC2=O)c1	3	9	3	1	-1	26	-9	-0.6
COc1ccc(NC(=O)CN2CCCCC2)cc1S(=O)(=O)N1CCCCC1	8	6	-5	0	0	-5	-4	-0.3
CCOC(=O)CSc1nnc(CNC(=O)c2cccs2)n1-c1cc(OC)ccc1OC	-14	-6	0	3	x	-3	x	x
CCOP(C)(=O)C1(C(=O)OCc2ccccc2)CC1 (stereo not given)	-6	1	-2	-1	x	2	x	x
CN(C)C(CNC(=O)CCCc1c[nH]c2ccccc12)c1ccco1 (stereo not given)	2	3	1	0	x	0	x	x
O=C(O)c1ccc(CSCc2ccco2)cc1	-7	x	-4	2	-19	x	-15	x
CC(=O)OC(=C(OC(C)=O)c1ccccc1)c1ccccc1	9	3	3	6	3	-8	-4	0.0
CN1CCN(c2ccccc2NC(=O)c2ccc(-c3ccc(Cl)cc3Cl)o2)CC1	0	-4	6	1	x	1	x	x
CC(C1CC1)N(C(=O)c1ccccc1O)c1ccccc1 (stereo not given)	-1	1	-5	2	x	-27	x	x
Cc1ccc(CN2CCN(CC(=O)NCc3ccc(Cl)cc3)C2=O)cc1	7	-1	1	0	x	-10	x	x
O=C(CCC1CCCC1)Nc1ccc(Br)cn1	-1	-5	3	2	x	-2	x	x
C[C@@H]1CN([C@H](C)CO)C(=O)Cc2cc(NS(=O)(=O)c3ccc(Cl)cc3)ccc2O[C@@H]1CN(C)S(=O)(=O)c1ccccc1	-8	-1[16.7 µM]	-1	0	4	-21	0	1.8
Cc1ccccc1C(=O)Nc1ccnn1C1CCN(Cc2c(C)n(C)c3ccccc23)CC1	2	11	13	-1	4	2	5	0.4
COc1ccc2c3c(n(C)c2c1)[C@H](CO)N(C(=O)Nc1ccc(F)cc1)CC31CCN(C(=O)CC2CC2)CC1	x	x	x	x	0	27	6	-0.5

Quoted at random: seven entries already listed
SMILES	RAD54 inh	miR-122 sensor	PglD DTNB	Cneo AK release	ERAP1 HTS inh	PGC1a acetyl inh	RAD52 anneal inh	E-sel inducer
Cc1ccccc1C(=O)Nc1ccnn1C1CCN(Cc2c(C)n(C)c3ccccc23)CC1	2	11	13	-1	4	2	5	0.4
CC(C1CC1)N(C(=O)c1ccccc1O)c1ccccc1 (stereo not given)	-1	1	-5	2	x	-27	x	x
COc1ccc2c3c(n(C)c2c1)[C@H](CO)N(C(=O)Nc1ccc(F)cc1)CC31CCN(C(=O)CC2CC2)CC1	x	x	x	x	0	27	6	-0.5
CN(C)C(CNC(=O)CCCc1c[nH]c2ccccc12)c1ccco1 (stereo not given)	2	3	1	0	x	0	x	x
C[C@@H]1CN([C@H](C)CO)C(=O)Cc2cc(NS(=O)(=O)c3ccc(Cl)cc3)ccc2O[C@@H]1CN(C)S(=O)(=O)c1ccccc1	-8	-1[16.7 µM]	-1	0	4	-21	0	1.8
O=C(O)c1ccc(CSCc2ccco2)cc1	-7	x	-4	2	-19	x	-15	x
CN1CCN(c2ccccc2NC(=O)c2ccc(-c3ccc(Cl)cc3Cl)o2)CC1	0	-4	6	1	x	1	x	x

Next results.
SMILES	RAD54 inh	miR-122 sensor	PglD DTNB	Cneo AK release	ERAP1 HTS inh	PGC1a acetyl inh	RAD52 anneal inh	E-sel inducer
COc1ccc(CN(C)C[C@H]2Oc3ccc(NC(=O)Nc4c(C)noc4C)cc3C(=O)N([C@@H](C)CO)C[C@@H]2C)cc1	15	-5[16.7 µM]	-3	1	-3	-2	-6	5.4
Cc1ccc(CS(=O)(=O)Cc2ccc(C(=O)NC3CCCCCC3)o2)cc1	11	x	1	-4	1	x	1	x
COCC(=O)Nc1ccc2c(c1)[C@H]1C[C@@H](CC(=O)NCc3ccc4c(c3)OCO4)O[C@@H](CO)[C@H]1O2	-13	-1[16.7 µM]	0	-3	0	4	-31	0.1
NS(=O)(=O)Oc1ccccc1	-11	1	4	0	2	10	-19	0.1
CC1CCCC(NC(=O)COC(=O)CCC2CCCC2)C1C (stereo not given)	2	1	-3	-1	x	1	x	x
C[C@H]1CN([C@@H](C)CO)C(=O)c2cc(Br)cnc2O[C@H]1CN(C)C(=O)c1cnccn1	-6&-2	6	-2&-1	-2&0	-5&4	3	2&14	2.3&-0.4
COc1cc(C2/C(=C(\O)c3ccc4c(c3)CC(C)O4)C(=O)C(=O)N2CC2CCCO2)cc(OC)c1OC (stereo not given)	-5	2	5	-1	0	-4	-13	-0.2
Cc1ccsc1C=Nc1c(C)n(C)n(-c2ccccc2)c1=O	-4	-1	x	12	x	15	x	x
CCC(C)c1ccccc1NC(=S)Nc1cccnc1 (stereo not given)	-8	0	3	1	x	6	x	x
C[C@H]1CCCCO[C@@H](CN(C)C)[C@@H](C)CN([C@@H](C)CO)C(=O)c2cc(NC(=O)C3CCCCC3)ccc2O1	1	-14[16.7 µM]	0	1	0	6	-11	-0.1
N#Cc1nc(COc2ccc(Cl)cc2)oc1N1CCCCCC1	-8	-4	7	-1	x	-18	x	x
C[C@@H]1CN([C@@H](C)CO)C(=O)c2cccc(NC(=O)Nc3ccc(C(F)(F)F)cc3)c2O[C@@H]1CN(C)Cc1ccc(Cl)c(Cl)c1	-5	-4[16.7 µM]	0	-2	0	26	-2	x
CCOC(=O)COn1c(=O)c(=O)n(OC)c2ccccc21	10	0	-2	-2	x	7	x	x
